Assay outcomes as filed in PubChem.
SKKanGAS inh: S. pyogenes SKKanGAS growth inhibitors in kanamycin, primary screen, streptokinase expression inhibitor project, SKKanGAS strain, BacTiter-Glo luminescence; 6 h; inhibition, % at 7.5 µM; 300,000 compounds, 1.3% hits; AID 1662, 2009;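 active = mean replicate score, as percent of positive control median, at least 50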;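 also: strain carries kanamycin resistance gene driven by streptokinase promoter and grows in 40 µg/ml kanamycin; loss of luminescence reflects streptokinase promoter inhibition or plain growth inhibition; 0% = median of DMSO wells and 100% = positive control at its reference dose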
MrgX1 agonist: agonists of human MrgX1 receptor, primary screen, HEK293 cells, Fluo-4 calcium flux; Mas-related G-protein coupled receptor member X1 (Homo sapiens), Q96LB2; Fluo-4 calcium fluorescence, agonist mode; hits give high values; B-score at 10 µM; 310,000 compounds, 0.44% hits; AID 588627, 2011;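 active = calcium response B-score plate-corrected fluorescence ratio at least 3 library SD, with starting fluorescence B-score inside 5 SD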
Target sequence (Q96LB2 whole entry, looked up): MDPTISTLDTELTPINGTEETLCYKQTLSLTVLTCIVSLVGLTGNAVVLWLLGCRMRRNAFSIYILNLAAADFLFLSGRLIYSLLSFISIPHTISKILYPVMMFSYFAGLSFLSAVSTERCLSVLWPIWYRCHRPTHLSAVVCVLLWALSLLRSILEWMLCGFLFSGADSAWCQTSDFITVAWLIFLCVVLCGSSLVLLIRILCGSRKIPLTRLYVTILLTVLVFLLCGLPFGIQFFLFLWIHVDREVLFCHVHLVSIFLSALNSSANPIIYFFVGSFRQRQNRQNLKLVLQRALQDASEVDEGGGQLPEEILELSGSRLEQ
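Assay system: MrgX1-expressing HEK293 cells / Amount: fifteen thousand cells per well / Doses: test compound in the initial addition of three / Timing: cells plated overnight, dye loaded 0.5 h 37 °C, 0.5 h room temperature / Technique: kinetic calcium dye fluorescence, Fluo-4 NW / Control set: positive and negative controls per plate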
RGS4 act: RGS4 potentiators or activators, primary screen, cell-based, HEK293 M3R inducible RGS4, calcium flux; B-score at 10 µM; 310,000 compounds, 0.92% hits; carbachol calcium flux Fluo4; hits give low values;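 active = B-score of the integrated calcium signal more than 4 SD below the library mean, with starting fluorescence not abnormally high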;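 also: negative B-score means reduced calcium response which marks RGS4 activation or potentiation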
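Reagent: ECmax carbachol challenge; Test system: M3R-expressing HEK293 line, RGS4 induced by doxycycline; Schedule: overnight RGS4 induction, 30 min dye load 37 °C, 20 min compound RT; Detection: calcium dye Fluo4 fluorescence; Read-out: Agonist-evoked peak-minus-minimum fluorescence over baseline, integrated ratio, B score.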
MrgX1 PAM: positive allosteric modulators of MrgX1, primary screen, HEK293 cells, Fluo-4 calcium flux. FDSS; hits give high values. B-score at 10 µM. 310,000 compounds, 0.63% hits;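 active = plate-corrected calcium response at least 3 library SD above typical, normal starting fluorescence, not activating the receptor alone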;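 also: compound read alongside a low EC10 to EC30 dose of BAM8-22 agonist; peak minus trough fluorescence over baseline measured at the second addition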
MrgX1 antag: antagonists of human MrgX1 receptor, primary screen, HEK293 cells, Fluo-4 calcium flux; Mas-related G-protein coupled receptor member X1 (Homo sapiens), Q96LB2; BAM8-22 antagonism; hits give low values; B-score at 10 µM; 310,000 compounds, 1.3% hits; AID 588676, 2011;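 active = calcium-response B-score plate-corrected more than 3 library SD below zero, starting fluorescence within 5 deviations, no agonist response on first addition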;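 also: peak minus trough fluorescence over baseline after final BAM8-22 challenge near maximal dose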
TRPC6 inhibitor: mouse TRPC6 channel inhibitors, primary screen, cell-based, HEK293, membrane potential dye; 310,000 compounds, 1.1% hits; ACh-evoked depolarization; hits give low values; Short transient receptor potential channel 6 (Mus musculus), Q61143; B-score at 10 µM;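 active = B-score under library mean minus 3 SD, initial fluorescence not abnormally high, positive integrated signal ratio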;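 also: B-score derived from integrated fluorescence ratio over the kinetic read; more negative B-score means stronger inhibition of depolarization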
Platelet DG rel: inhibitors of platelet dense granule secretion, primary screen, cell-based, MLPCN, human platelets; 300,000 compounds, 0.22% hits; inhibition, %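 (compounds screened at 7.5 µM in platelet-rich plasma)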; human platelet-rich plasma, SFLLRN dense granule ATP release, luminescence;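 active = mean replicate score, as percent of positive control, at or above 50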
HIF activator: HIF pathway transcriptional activators, primary screen, cell-based, U2OS HRE-luciferase, luminescence; U2OS HRE-luciferase reporter; normalized: DMSO 0%, desferrioxamine 100%; activation, % at 7.5 µM (by protocol); 300,000 compounds, 0.32% hits;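 active = mean activation of at least 10% of the iron chelator positive control signal, with at least half of replicates also reaching 10%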
TRPC4 inh: inhibitors of mouse TRPC4 channel, primary screen, Fluo4 calcium, HEK293 TRPC4beta/mu-opioid cells; 300,000 compounds, 0.39% hits; DAMGO-evoked Fluo4 calcium flux; hits give low values; AID 2247, 2010; B-score at 10 µM;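 active = B-score over 3 SD under the library average, no early fluorescence shift, positive overall ratio signal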
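Material: HEK293 cells with stable TRPC4beta plus mu-opioid receptor expression; probe or stimulus: DAMGO in two steps, submaximal then maximal; technique: Fluo4 calcium fluorescence by kinetic imaging, 5 s 1 Hz baseline; measure: integrated fluorescence ratio relative to baseline, converted to per-well B score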
RGS4 inh: RGS4 inhibitors, primary screen, cell-based, HEK293 M3R inducible RGS4, calcium flux; Fluo-4 calcium flux; hits give high values; triggered by carbachol at its EC20; B-score at 10 µM; AID 463165, 2010; Regulator of G-protein signaling 4 (Homo sapiens), P49798; 310,000 compounds, 0.45% hits;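 active = B-score, a plate-corrected calcium signal, over three deviations above library mean, with baseline fluorescence within five deviations of library mean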;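 also: RGS4 expression induced by doxycycline in cells with stable M3 receptor; B-score is computed from the integrated fluorescence ratio over baseline after carbachol; higher B-score means a larger calcium signal and so more RGS4 inhibition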
Target sequence (P49798 whole entry, looked up): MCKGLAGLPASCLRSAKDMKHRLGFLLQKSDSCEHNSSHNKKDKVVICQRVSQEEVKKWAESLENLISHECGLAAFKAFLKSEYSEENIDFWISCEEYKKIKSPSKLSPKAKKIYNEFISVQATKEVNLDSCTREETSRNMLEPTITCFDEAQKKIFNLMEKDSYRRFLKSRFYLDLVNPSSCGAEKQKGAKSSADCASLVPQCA
TRPC6 act: mouse TRPC6 channel activators, primary screen, cell-based, HEK293, membrane potential dye; Short transient receptor potential channel 6 (Mus musculus), Q61143; B-score at 10 µM; 310,000 compounds, 0.13% hits; AID 2550, 2010; HEK293-TRPC6 membrane potential dye fluorescence; hits give high values;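 active = B-score of the integrated fluorescence ratio above library mean plus 3 SD, and starting fluorescence ratio within library mean plus 5 SD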;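 also: higher score means more depolarization so channel activation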
* = called active by the depositor; i = inactive; . = not tested or not shown.

Order of results: MrgX1 PAM	TRPC6 act	MrgX1 agonist	MrgX1 antag	TRPC4 inh	TRPC6 inhibitor	Platelet DG rel	RGS4 inh	HIF activator	SKKanGAS inh	RGS4 act
1) Cc1nonc1NC(=O)CSc1nc2cc(Cl)ccc2c2c1CCCC2
→ i	i	i	i	i	i	6	i	0.1	4	i
2) CCc1nc(-c2ccc(OC)c(OC)c2)cc2cc(OC)c(OC)cc12
→ i	i	i	i	i	i	-26	i	0.4	3	i
3) O=C(CC(=O)c1cccc([N+](=O)[O-])c1)Nc1ccccc1Cl
→ i	i	i	i	i	i	-1	i	-0.1	3	i
4) O=C(Nc1ccc(C(=O)O)cc1)/C(=C\C=C\c1ccccc1)NC(=O)c1ccccc1Br
→ i	i	i	i	i	i	-4	i	-0.1	12	-7.7*
5) Cc1cc(Cl)n2nc(C)c(-c3ccc(Cl)cc3)c2n1
→ i	i	i	i	i	i	.	i	.	.	i
6) O=C1Nc2ccccc2C(=O)C1(Cl)Cc1ccccc1 (centres undefined)
→ i	i	32*	i	i	i	1	i	-0.3	2	i
7) Cc1nc2nc(C)c(CCC(=O)NC3CCCCC3)c(C)n2n1
→ i	i	i	i	i	i	-8	i	-0.2	-1	i
8) O=C(O)CCn1c(-c2ccccn2)nc2ccccc21
→ i	i	i	i	i	i	12	i	-2.8	0	i
9) CCOc1ccc(-n2c(-c3ccccc3)c[nH]c2=S)cc1
→ i	i	i	i	i	i	5	i	0.6	-1	i
10) O=c1[nH]n2cc(-n3cc([N+](=O)[O-])cn3)cnc2c1Br
→ i	i	i	i	i	i	-22	i	1.0	2	i
11) CCCCc1c(C)nc2ccc(C(=O)OCC)cc2c1Cl
→ i	i	i	i	i	i	2	i	0.6	-5	i
12) Cn1ncc(Cl)c1C(=O)N1CCCc2ccccc21
→ i	.	i	i	.	.	-6	.	-0.3	1	.
13) CCN(CC)C(=S)Nc1ccc(OC(F)F)cc1
→ i	i	i	i	i	i	17	i	-0.1	1	i
14) O=C1c2cnc3ncnn3c2CC2c3ccccc3CCN12 (centres undefined)
→ i	i	i	i	i	-5*	1	i	-0.3	0	i
15) COC(=O)C1=C(C)NC(=S)NC1c1ccc(-c2cccc(Cl)c2)o1 (centres undefined)
→ i	i	i	i	i	i	12	i	0.3	-2	i
16) COc1ccc2[nH]c3c(N4CCc5ccccc5C4)ncnc3c2c1
→ i	i	i	i	i	i	11	i	1.1	23	i
17) CC1(C)Cc2c(sc(NC(=O)COc3ccc(Cl)cc3Cl)c2C(N)=O)C(C)(C)N1
→ i	i	i	i	i	i	-8	i	0.1	9	i
18) COc1ccc(C(=O)C2CCN(C(=S)NCCc3ccccc3)CC2)cc1
→ i	i	i	i	i	i	3	i	0.4	2	i
19) COc1ccc(C2=NS(=O)(=O)N(C)C(C(=O)Nc3ccc(C)cc3)=C2)cc1
→ i	i	i	i	i	i	-4	i	-0.1	10	i
20) COc1ccccc1C(=O)N1CCN(Cc2c[nH]c3ccccc23)CC1
→ i	i	i	i	i	i	3	i	-0.6	-2	i

Entries 10 through 20 of the list above:
Order of results: MrgX1 PAM	TRPC6 act	MrgX1 agonist	MrgX1 antag	TRPC4 inh	TRPC6 inhibitor	Platelet DG rel	RGS4 inh	HIF activator	SKKanGAS inh	RGS4 act
10) O=c1[nH]n2cc(-n3cc([N+](=O)[O-])cn3)cnc2c1Br
→ i	i	i	i	i	i	-22	i	1.0	2	i
11) CCCCc1c(C)nc2ccc(C(=O)OCC)cc2c1Cl
→ i	i	i	i	i	i	2	i	0.6	-5	i
12) Cn1ncc(Cl)c1C(=O)N1CCCc2ccccc21
→ i	.	i	i	.	.	-6	.	-0.3	1	.
13) CCN(CC)C(=S)Nc1ccc(OC(F)F)cc1
→ i	i	i	i	i	i	17	i	-0.1	1	i
14) O=C1c2cnc3ncnn3c2CC2c3ccccc3CCN12 (centres undefined)
→ i	i	i	i	i	-5*	1	i	-0.3	0	i
15) COC(=O)C1=C(C)NC(=S)NC1c1ccc(-c2cccc(Cl)c2)o1 (centres undefined)
→ i	i	i	i	i	i	12	i	0.3	-2	i
16) COc1ccc2[nH]c3c(N4CCc5ccccc5C4)ncnc3c2c1
→ i	i	i	i	i	i	11	i	1.1	23	i
17) CC1(C)Cc2c(sc(NC(=O)COc3ccc(Cl)cc3Cl)c2C(N)=O)C(C)(C)N1
→ i	i	i	i	i	i	-8	i	0.1	9	i
18) COc1ccc(C(=O)C2CCN(C(=S)NCCc3ccccc3)CC2)cc1
→ i	i	i	i	i	i	3	i	0.4	2	i
19) COc1ccc(C2=NS(=O)(=O)N(C)C(C(=O)Nc3ccc(C)cc3)=C2)cc1
→ i	i	i	i	i	i	-4	i	-0.1	10	i
20) COc1ccccc1C(=O)N1CCN(Cc2c[nH]c3ccccc23)CC1
→ i	i	i	i	i	i	3	i	-0.6	-2	i

Continued:
Order of results: MrgX1 PAM	TRPC6 act	MrgX1 agonist	MrgX1 antag	TRPC4 inh	TRPC6 inhibitor	Platelet DG rel	RGS4 inh	HIF activator	SKKanGAS inh	RGS4 act
21) O=C(c1ccco1)N1CCN(C/C=C/c2ccccc2)CC1
→ i	i	i	i	-5*	i	-1	i	-0.3	-5	i
22) COC(=O)COc1ccc(S(=O)(=O)NC2CCCCCC2)cc1
→ i	i	i	i	i	i	-2	i	-0.5	8	i
23) COc1ccc(C)cc1NC(=O)CCS(=O)(=O)c1cc2c(cc1Cl)NC(=O)CO2
→ i	i	i	i	i	i	2	i	0.6	-5	i
24) Cc1cccnc1NC(=O)CN1C(=O)NC(C)(c2ccc3ccccc3c2)C1=O (centres undefined)
→ i	i	i	i	i	i	-3	i	-0.4	-3	i
